Screening data: PubChem BioAssay, several laboratories
MRP1 act = MRP-1 activation. H69AR cells + doxorubicin, viability rescue, CellTiter-Glo. viability increase, % at 10 µM. actives 0.61% (n = 140,000). AID 799;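 active = viability gain under doxorubicin at or above a set limit, the compound median plus 3 SD, cut at about 4.7% in these data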;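 also: MRP-1 overexpressing cells given doxorubicin 25 µM after compound pretreatment; 18-22 h compound pretreatment then 72 h with doxorubicin before readout; 0% = doxorubicin-only wells and 100% = vehicle-treated cells without doxorubicin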
E-sel TNF inh = blocks E-selectin expression induced by TNF alpha; HUVEC TNFa-induced E-selectin immunofluorescence, high content; inhibition, % at 2 µM; actives 0.71% (n = 120,000); AID 1246;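 active = inhibition above the batch mean plus 3 SD, and confirmed as a hit on visual image review, cut at about 43% in these data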;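 also: 0% = TNF-stimulated DMSO wells and 100% = unstimulated control wells; not every result past the cut was called active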
Yeast life ext = extends the lifespan of yeast; AID 775; S. cerevisiae growth with nicotinamide, OD615; deaD strain in restrictive glucose medium; inhibition of the nicotinamide effect, % at 10 µM; actives 0.68% (n = 130,000);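 active = inhibition above a set limit, placed 3 SD over the median of all compounds, cut at about 26% in these data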;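 also: 0% = nicotinamide-treated wells and 100% = cells grown without nicotinamide; some compounds called inactive have numbers as strong as hits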
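Assay system: engineered S. cerevisiae DeaD replicative-lifespan strain, galactose-grown log-phase cells; Buffer or medium: CSMM-D glucose medium, restrictive; Probe or stimulus: nicotinamide 1.5 mM; Compound: single dose 10 µM compound, 0.25% DMSO; Schedule: 4 h preincubation then 48 h treatment at 30 °C; Technique: OD615 measurement.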
Yeast growth inh = reduces growth of yeast BB579 in restrictive medium; inhibition, % at 10 µM; actives 0.51% (n = 140,000); S. cerevisiae BB579 growth, OD615, 48 h; AID 804;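 active = inhibition above a set limit, 3 SD over the mean compound inhibition, cut at about 44% in these data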; also: inactives centre near -24
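Assay system: S. cerevisiae DeaD strain BB579 yeast. Medium: CSMM-D restrictive synthetic medium containing dextrose (glucose). Times: 4 h cell preincubation, 48 h compound exposure, 30 °C humidified. Signal: OD615 turbidity measurement. Benchmarks: positive control amphotericin B 10 µg/mL.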
bCat KO growth = beta-catenin-lacking colon tumor cell growth suppression | HCT116 beta-catenin knockout viability, CellTiter-Glo, 60 h; stronger effect = lower value | viability, % at 10 µM | actives 1.5% (n = 140,000);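 active = viability at or under a set limit, the compound median less 4 SD, cut at about 6% in these data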;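 also: 0% = Hyamine 1622 control at 20 µM and 100% = untreated cell control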
Measles CPE = protection of cells from measles virus | actives 1.5% (n = 140,000) | protection (pct of control), % at 4 µM | AID 841 | Measles virus-infected cells, CPE protection, absorbance; in the data active = protection mostly above about 24%, no sharp cut-off; inactive = mostly below about 26%; also: some compounds called inactive have numbers as strong as hits
NPY-Y2 antag = NPY-Y2 (human) receptor antagonism. inhibition, % at 2.7 µM. AID 793. actives 0.99% (n = 140,000). NPY-Y2 expressing cells, antagonist mode; in the data active = inhibition above about 17%;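 also: 0% = vehicle with agonist challenge and 100% = reference antagonist with challenge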
Target sequence (P49146 whole entry, looked up): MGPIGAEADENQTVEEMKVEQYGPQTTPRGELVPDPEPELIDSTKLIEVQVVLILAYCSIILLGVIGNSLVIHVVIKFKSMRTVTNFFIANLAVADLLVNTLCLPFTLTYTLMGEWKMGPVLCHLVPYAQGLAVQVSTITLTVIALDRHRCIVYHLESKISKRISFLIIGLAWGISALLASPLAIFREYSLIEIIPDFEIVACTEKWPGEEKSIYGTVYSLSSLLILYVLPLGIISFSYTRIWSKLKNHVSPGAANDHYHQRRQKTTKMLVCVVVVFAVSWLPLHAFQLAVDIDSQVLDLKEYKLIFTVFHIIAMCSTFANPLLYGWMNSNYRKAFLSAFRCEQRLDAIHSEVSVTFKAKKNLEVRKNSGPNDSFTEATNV
GALR2 antag = GALR2 (human) receptor antagonism | AID 828 | GALR2-expressing cells, antagonist mode | inhibition, % at 4 µM | actives 0.39% (n = 140,000); in the data active = inhibition above about 27%;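 also: cells stimulated with galanin 1-16 at roughly its EC80; 0% = agonist challenge control and 100% = basal control without agonist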
Target sequence (O43603 whole entry, looked up): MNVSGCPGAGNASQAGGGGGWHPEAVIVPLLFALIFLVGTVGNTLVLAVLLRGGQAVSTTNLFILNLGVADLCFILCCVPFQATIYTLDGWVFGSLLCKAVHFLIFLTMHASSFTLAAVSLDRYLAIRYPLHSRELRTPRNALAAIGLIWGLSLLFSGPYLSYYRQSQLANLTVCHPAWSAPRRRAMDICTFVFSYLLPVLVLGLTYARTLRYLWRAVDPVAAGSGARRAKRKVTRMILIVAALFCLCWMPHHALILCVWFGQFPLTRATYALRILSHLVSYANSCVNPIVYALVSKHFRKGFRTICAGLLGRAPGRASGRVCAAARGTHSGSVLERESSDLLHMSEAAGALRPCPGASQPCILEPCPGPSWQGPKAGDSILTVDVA
PTEN del growth = PTEN-deleted cell growth suppression; HCT116 PTEN-null viability, CellTiter-Glo, 60 h; stronger effect = lower value; viability, % at 10 µM; actives 1.2% (n = 140,000); AID 827;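 active = viability at or below a set limit, 4 SD under the median of all tested compounds, cut at about 3.7% in these data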;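 also: PTEN knockout HCT116 line with beta catenin targeted HCT116 as companion control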
Phagocyt inh = inhibitors of macrophage phagocytosis | J774A.1 macrophage IgG-bead phagocytosis, imaging | inhibition, % at 5 µM | actives 0.07% (n = 110,000) | AID 1029;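 active = inhibition above the mean of the plate negative controls plus 5 SD, cut at about 13% in these data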;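 also: phagocytic index as fraction of beads internalized from green versus red external bead signal; plate controls were DMSO negative control for no effect and cytochalasin-D positive control for full effect; some results beyond the cut were filed as inactive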
* hit, by the source's call; . = no result given; & = joins results of further samples.

SMILES	MRP1 act	E-sel TNF inh	Yeast life ext	Yeast growth inh	bCat KO growth	Measles CPE	NPY-Y2 antag	GALR2 antag	PTEN del growth	Phagocyt inh
c1ccc(-n2nnc3ccccc32)nc1	0.3	20.7	-16.8	-34.4	101.7	8.0	-1.9	-0.3	118.6	-0.4
CCc1nc(SCC(=O)Nc2ccc(C(=O)O)cc2)n[nH]1	-0.1	.	-15.1	36.4	100.0	5.7	1.6	9.1	92.5	0.1
COc1ccccc1OCC(=O)O	-0.4&1.4	8.4&-34.5	-4.3	-0.2&-7.1	92.2&102.7	3.3&6.3	-3.2&2.4	3.1&12.0	103.3&96.9	-1.4
Cc1cc(=O)[nH]c(SCCCOc2ccc(F)cc2)n1	-0.3	0.2	-11.0	-45.2	100.0	14.8	0.0	4.6	115.7	1.9
c1ccc(-c2nc3cnccn3c2Nc2ccc3c(c2)OCCO3)cc1	-3.2	-4.1	-3.2	-58.9	86.6	7.5	12.0	-7.7	80.7	.
O=C1C2CC=C(Cl)CC2C(=O)N1CCN1CCOCC1 (stereo not given)	-0.1	21.3	-1.0	-20.8	93.4	11.4	3.7	3.6	101.2	-0.4
Cc1cc(C(=O)OCC(=O)c2c(N)n(C)c(=O)n(C)c2=O)c(C)o1	-2.3	12.6	-13.9	-57.1	76.3	3.6	-0.2	5.1	83.1	-2.6
CCOC(=O)c1cn2cccnc2n1	-0.7	1.9	-8.7	-0.5	89.8	6.8	-0.3	2.8	106.0	0.7
CCN(CC)S(=O)(=O)c1ccc(-c2nnc(SCC(=O)Nc3nc(C)cs3)o2)cc1	-5.8	9.2	-3.1	-26.4	61.1	13.0	0.6	-2.5	62.4	1.7
COc1cc2c(cc1OC)-c1cc(NC3CCCCCCC3)nc(=O)n1CC2	-2.1	15.7	3.9	-90.7	86.9	4.7	72.4*	-15.4	84.5	-1.2
CCOC(=O)C1=C(C)OC(N)=C(C#N)C1c1cc2ccccc2nc1N1CCCCC1 (stereo not given)	-3.4	-17.6	-4.4	-55.2	88.6	12.0	2.7	0.3	89.0	.
CCC(C)NC(=O)C(CCSC)NC(=O)c1ccccc1 (stereo not given)	-1.8	4.7	-4.3	-35.7	91.1	12.8	3.2	-9.6	103.5	-0.1
CC(CO)N1CCS(=O)(=O)CC1 (stereo not given)	-0.8	16.4	-4.3	-4.3	82.1	27.0	-0.7	4.9	85.4	0.4
CCc1ccc(N2CC(C(=O)NCc3ccc4c(c3)OCO4)CC2=O)cc1 (stereo not given)	0.5	.	-4.2	-57.9	96.3	4.4	9.1	-7.3	83.6	-0.4
Cc1c(Cl)cccc1NC(=O)C1NC(=O)CC1c1ccccc1 (stereo not given)	-1.2	.	-10.4	-12.2	90.8	17.0	2.6	2.8	86.9	0.1
COc1ccc(C2SCC(=O)N2CCCN(C)C)cc1 (stereo not given)	-0.7	21.4	-5.2	-17.7	91.5	4.2	2.1	-3.1	100.9	3.2
CCOc1cccc(OCCOCCN(C)C)c1	-1.3	5.2	4.1	-63.9	99.2	6.0	2.8	3.6	94.7	-2.2
CS(=O)(=O)N(CC(=O)Nc1cccnc1)c1ccc2c(c1)OCO2	-0.2	-1.2	0.9	31.3	98.2	11.6	0.2	-10.5	95.3	-0.3
CCOC(=O)C1=C(c2ccccc2)Nc2ncnn2C1c1cccc(OC)c1OC (stereo not given)	-3.5	13.8	-2.6	-26.9	91.3	4.6	0.7	7.2	85.0	-0.3
CCCN1CCN(C(=O)CN2C(=O)CC(C)(C)S(=O)(=O)c3ccccc32)CC1	0.7	5.4	2.1	-3.0	97.2	20.1	4.4	-3.7	99.8	-3.3
O/N=C/c1ccccc1OCc1ccccc1Cl	-0.8	22.3	-23.2	-13.6	92.0	19.2	1.2	3.6	93.4	.
CC(=NCCCNC1CCCCC1)C1=C(O)CC(C)(C)CC1=O	-1.1	5.2	21.1	-0.1	93.6	4.9	4.2	-18.5	89.7	4.8
COc1ccccc1-n1c(CNC(=O)COc2ccccc2)n[nH]c1=S	-0.5	11.9	-6.9	9.2	92.4	6.7	6.2	-6.8	102.9	-2.0
Cc1ccc(-n2nnnc2-c2cnc(-c3cccnc3)nc2C(F)(F)F)cc1	-1.6	-5.3	-12.3	-6.4	66.6	30.4	3.4	2.3	61.4	-1.0
CCCCN(C)C(=O)c1sc2ncn(CC)c(=O)c2c1C	-0.3	6.0	6.8	-21.6	98.4	6.8	0.0	7.0	93.6	1.4
SMILES	MRP1 act	E-sel TNF inh	Yeast life ext	Yeast growth inh	bCat KO growth	Measles CPE	NPY-Y2 antag	GALR2 antag	PTEN del growth	Phagocyt inh
N#CCSc1nccc(-c2cc(Cl)sc2Cl)n1	0.4	7.7	-8.3	-40.4	97.8	3.3	8.2	-3.5	87.1	-1.1
O=C(OCn1nnc2ccccc2c1=O)C1=COCCO1	0.1	29.2	-9.3	32.7	96.8	5.9	0.1	-1.7	111.7	-0.2
CCOC(=O)c1cc2ccccc2n1CCN(CC)CC	-3.1	-1.3	-15.7	-7.0	85.6	15.2	11.5	-1.9	78.2	-2.3
CCOc1ccc(S(=O)(=O)Nc2ccccc2C(=O)NCc2ccco2)cc1	-2.8	14.9	3.4	-53.5	106.6	49.0	-1.8	2.0	93.1	-0.5
COc1ccc(-c2nc(CSCC(=O)N3CCc4ccccc4C3)c(C)o2)cc1OC	-3.0	5.4	-7.9	-36.0	79.8	18.6	2.1	14.2	87.0	-1.9
O=C(OCCCCN1C(=O)c2ccccc2C1=O)c1n[nH]c2ccccc12	-2.1	-19.4	-15.7	-45.9	97.6	4.9	6.9	2.0	84.9	0.5
CCn1nc(C(=O)Nc2ccccc2C)c(Cl)c1Cl	-2.7	12.4	-13.5	3.9	94.9	2.7	6.2	12.8	98.2	.
Cc1nc2c(-c3ccccc3)c(C)nn2c(C)c1CCC(=O)N1CCOCC1	-3.6	17.2	-20.4	-28.1	75.0	4.0	0.4	-14.0	82.9	0.5
Cc1nc2sc(C#N)c(N)c2c2c1CCCC2	-2.9	.	-29.4	-51.8	83.4	3.9	25.0*	-0.6	86.9	.
O=C1c2oc3ccc(Br)cc3c(=O)c2C(c2cccc(F)c2)N1CCO (stereo not given)	-1.6	-2.5	-6.2	-23.0	91.7	6.5	-2.1	2.2	85.5	-0.7
COc1cc2c(cc1OC)CN(Cc1ccc(C)s1)CC2	-0.2	16.8	40.3	-66.7	88.8	13.1	5.7	-7.5	93.7	-0.5
CC(=O)c1cccc(NC(=S)NC(=O)c2cccc(C)c2)c1	-1.9	-18.5	-8.1	-33.6	98.4	5.0	6.1	0.4	104.2	-5.8
C/C(Cn1nnc([N+](=O)[O-])n1)=N\NC(=O)c1cccc(Cl)c1	-4.2	-22.0	-0.7	0.5	63.6	11.0	-0.3	-0.5	73.7	0.2
Cc1ccc(CCNS(=O)(=O)c2ccc(C)cc2)cc1	-2.8	-26.3	-4.0	-10.6	96.2	3.5	7.4	14.5	98.8	-1.7
CCn1nc(NS(=O)(=O)c2ccccc2)c2cc3cccc(C)c3nc21	-2.1	4.3	1.0	-24.3	93.6	14.6	7.2	-1.4	96.1	0.6
COc1ccc(CCN(C)CCCC(C#N)(c2cc(OC)c(OC)c(OC)c2)C(C)C)cc1OC (stereo not given)	-1.9	.	5.9	-42.9	92.7	5.8	1.1	12.7	96.2	.
O=C(c1ccco1)N1CCN(C(c2ccccc2)c2nnnn2C2CCCC2)CC1 (stereo not given)	-1.9	-0.9	.	-13.7	90.5	5.0	2.2	5.0	88.8	.
CC(C)OCCCN1C(=O)c2[nH]nc(-c3ccccc3O)c2C1c1cccc(Cl)c1 (stereo not given)	-3.0	.	-4.9	-75.9	40.4	19.4	12.6	-13.9	18.8	0.9
Cn1c2ccccc2c2nn(-c3ccccc3)c(=O)cc21	-3.5	.	-11.8	-30.5	97.6	5.2	1.6	0.8	99.5	1.3
CCOC(=O)c1c(NC(=O)CSc2nnc(-c3c[nH]c4ccccc34)n2C)sc2c1CCCC2	-0.6	-13.7	5.5	-30.8	56.4	8.1	1.2	6.6	61.8	.
CN1CCN(Cc2c(C#N)c3ccccc3n2C)CC1	-4.1	-87.1	-6.6	-15.0	87.0	7.6	2.8	17.4	97.1	-0.2
CCOC(=O)c1cc2c(C)n(-c3ccc(OCC)cc3)c(C)c2ccc1=O	-1.9	-11.0	4.1	-12.8	86.0	3.0	-2.0	-9.6	78.2	.
COc1ccc(C2C(C(C)=O)=C(O)C(=O)N2c2ccc(Br)cn2)cc1 (stereo not given)	0.3	-44.3	-7.7	-27.7	103.1	3.9	1.4	-4.6	103.2	.

By substructure: those above containing an aryl methoxy group
SMILES	MRP1 act	E-sel TNF inh	Yeast life ext	Yeast growth inh	bCat KO growth	Measles CPE	NPY-Y2 antag	GALR2 antag	PTEN del growth	Phagocyt inh
COc1ccccc1OCC(=O)O	-0.4&1.4	8.4&-34.5	-4.3	-0.2&-7.1	92.2&102.7	3.3&6.3	-3.2&2.4	3.1&12.0	103.3&96.9	-1.4
COc1cc2c(cc1OC)-c1cc(NC3CCCCCCC3)nc(=O)n1CC2	-2.1	15.7	3.9	-90.7	86.9	4.7	72.4*	-15.4	84.5	-1.2
COc1ccc(C2SCC(=O)N2CCCN(C)C)cc1 (stereo not given)	-0.7	21.4	-5.2	-17.7	91.5	4.2	2.1	-3.1	100.9	3.2
CCOC(=O)C1=C(c2ccccc2)Nc2ncnn2C1c1cccc(OC)c1OC (stereo not given)	-3.5	13.8	-2.6	-26.9	91.3	4.6	0.7	7.2	85.0	-0.3
COc1ccccc1-n1c(CNC(=O)COc2ccccc2)n[nH]c1=S	-0.5	11.9	-6.9	9.2	92.4	6.7	6.2	-6.8	102.9	-2.0
COc1ccc(-c2nc(CSCC(=O)N3CCc4ccccc4C3)c(C)o2)cc1OC	-3.0	5.4	-7.9	-36.0	79.8	18.6	2.1	14.2	87.0	-1.9
COc1cc2c(cc1OC)CN(Cc1ccc(C)s1)CC2	-0.2	16.8	40.3	-66.7	88.8	13.1	5.7	-7.5	93.7	-0.5
COc1ccc(CCN(C)CCCC(C#N)(c2cc(OC)c(OC)c(OC)c2)C(C)C)cc1OC (stereo not given)	-1.9	.	5.9	-42.9	92.7	5.8	1.1	12.7	96.2	.
COc1ccc(C2C(C(C)=O)=C(O)C(=O)N2c2ccc(Br)cn2)cc1 (stereo not given)	0.3	-44.3	-7.7	-27.7	103.1	3.9	1.4	-4.6	103.2	.

The order is random; about 6.2% have a hit in one of these screens.
